NCOA2 inhibitor: inhibition of GAL4-SRC2 driven luciferase reporter, primary screen, SRC2 inhibitor project, cell-based, luminescence; Nuclear receptor coactivator 2 (Homo sapiens), Q15596; HEK293 GAL4-SRC2 luciferase reporter; inhibition, % at 9 µM; 370,000 tested, 0.17% active; AID 651957, 2012;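 active = inhibition above the mean inhibition of all tested compounds plus 3 SD, set per campaign, cut at about 52% in these data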;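 note: 0% = DMSO treated cells and 100% = cells given Gossypol at 36 µM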
NR2F2 inh: NR2F2 transcriptional activity inhibitors, primary screen, cell-based, luciferase reporter, HEK293T, luminescence. HEK293T NGFI-A luciferase reporter. 370,000 tested, 0.7% active. inhibition, % at 8.6 µM;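 active = inhibition above a per-plate cutoff, mean inhibition of test wells between control levels plus 3 SD, cut at about 38% in these data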;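 note: cells cotransfected with COUP-TFII expression vector driving the NGFI-A reporter; 0% = median of COUP-TF2 test wells and 100% = reporter-only cells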
NOD2-RIPK2 inh: NOD2-RIPK2 binding disruptors in cells, primary screen, fluorescence, CHO cells, BLA complementation. CCF4 ratio. 360,000 tested, 0.38% active. AID 624267, 2012. inhibition, % at 4.98 µM; in the data active = inhibition above about 21%;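 note: 0% = vehicle only and 100% = reference blocker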
Target sequence (O43353 whole entry, looked up): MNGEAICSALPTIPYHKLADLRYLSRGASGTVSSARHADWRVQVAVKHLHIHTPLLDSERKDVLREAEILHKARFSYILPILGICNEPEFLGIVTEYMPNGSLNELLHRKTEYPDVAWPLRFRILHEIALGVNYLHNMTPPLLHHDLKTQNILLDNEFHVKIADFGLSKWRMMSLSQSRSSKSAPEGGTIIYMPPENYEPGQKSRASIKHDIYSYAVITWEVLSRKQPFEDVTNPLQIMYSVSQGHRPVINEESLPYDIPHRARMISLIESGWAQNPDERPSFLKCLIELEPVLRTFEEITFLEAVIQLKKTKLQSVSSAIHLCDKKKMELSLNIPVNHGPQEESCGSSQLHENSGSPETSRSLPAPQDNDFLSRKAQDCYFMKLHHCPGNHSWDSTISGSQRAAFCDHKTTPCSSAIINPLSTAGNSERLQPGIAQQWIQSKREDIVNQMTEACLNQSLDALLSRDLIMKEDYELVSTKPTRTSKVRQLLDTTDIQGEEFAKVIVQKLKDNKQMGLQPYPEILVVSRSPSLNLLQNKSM
ABHD5-PLIN5 inh: ABHD5-PLIN5 interaction inhibitors, primary screen, cell lysate, split luciferase complementation, luminescence | AID 602281, 2012 | inhibition, % at 4 µM | 360,000 tested, 0.78% active | Split G. princeps luciferase complementation, 4 h;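 active = inhibition above the mean inhibition across every tested compound plus 3 SD, cut at about 22% in these data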;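 note: 0% = DMSO only wells and the 100% control is not disclosed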
Exocytosis inh: LAMP-1 surface exposure blockers, TALL-104 cells – cell-based, flow cytometry, MLPCN library, primary screen | TALL-104 LAMP-1 surface exposure; cells stimulated with thapsigargin and PMA | inhibition, % at 10 µM | 360,000 tested, 0.66% active | AID 651702, 2012;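 active = inhibition above about 55%, limit read from the data; inconclusive = no clear call, values can overlap the other calls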
TLR9-MyD88 inh: inhibitors of TLR9-MyD88 association in cells, primary screen, cell-based, CHO, BLA complementation, fluorescence | Toll-like receptor 9 (Homo sapiens) + Myeloid differentiation primary response protein … | CCF4 FRET ratio | inhibition, % at 4.98 µM | 340,000 tested, 0.21% active;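 active = inhibition above the mean over all tested compounds plus 3 SD, cut at about 21% in these data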;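 note: 0% = DMSO only wells and 100% = clavulanate BLA inhibitor control wells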
TWEAK-Fn14 inh: inhibitors of TWEAK-Fn14 signaling, primary screen, luciferase reporter cells, uHTS. TWEAK-stimulated Fn14 reporter cells, luciferase luminescence, 8 h. inhibition, % at 10 µM. 360,000 tested, 2% active. AID 1159606, 2016; in the data active = inhibition above about 50%
NCOA3 inh: SRC3 coactivator transcriptional activity inhibitors, primary screen, cell-based, luminescence; Nuclear receptor coactivator 3 (Homo sapiens), Q9Y6Q9; inhibition, % at 3.6 µM; HEK293 GAL4-SRC3 luciferase reporter; 360,000 tested, 0.17% active;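 active = inhibition above a per-campaign cutoff, the mean of all compounds plus 3 SD, cut at about 60% in these data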;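 note: 0% = DMSO-treated cells and 100% = gossypol-treated cells at 36 µM; higher means less SRC3-driven luciferase light from the GAL4 reporter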
LRH-1 inv ag: LRH-1 (NR5A2) inverse agonists, primary screen, cell-based, luminescence, HEK293T, StAR-luciferase reporter; LRH-1 transfected, 24 h; inhibition, % at 3.6 µM; 360,000 tested, 0.13% active; AID 602396, 2012;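 active = inhibition above the mean inhibition of all tested compounds plus 3 SD, cut at about 73% in these data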;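 note: 0% = DMSO wells and 100% = reporter-only cells lacking LRH-1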
Target sequence (O00482 whole entry, looked up): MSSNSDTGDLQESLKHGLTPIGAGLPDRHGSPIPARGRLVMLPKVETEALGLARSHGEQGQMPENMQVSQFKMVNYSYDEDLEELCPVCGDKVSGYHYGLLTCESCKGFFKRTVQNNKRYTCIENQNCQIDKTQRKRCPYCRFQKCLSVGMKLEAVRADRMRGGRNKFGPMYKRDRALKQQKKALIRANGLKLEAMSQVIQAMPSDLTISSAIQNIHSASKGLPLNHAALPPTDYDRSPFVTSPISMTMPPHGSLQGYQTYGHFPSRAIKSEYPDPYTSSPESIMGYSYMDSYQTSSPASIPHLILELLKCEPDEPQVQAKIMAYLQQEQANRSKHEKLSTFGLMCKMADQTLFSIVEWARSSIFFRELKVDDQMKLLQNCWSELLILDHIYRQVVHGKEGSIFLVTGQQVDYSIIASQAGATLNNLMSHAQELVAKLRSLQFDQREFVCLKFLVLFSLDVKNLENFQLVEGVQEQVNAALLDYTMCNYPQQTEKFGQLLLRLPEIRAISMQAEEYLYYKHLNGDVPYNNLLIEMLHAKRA
NCOA1 inh: SRC1 coactivator transcriptional activity inhibitors, primary screen, cell-based, luminescence; HEK293 GAL4-SRC1 luciferase reporter; inhibition, % at 3.6 µM; 360,000 tested, 0.12% active;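 active = inhibition above the campaign mean plus 3 SD, with each screening campaign given its own cutoff, cut at about 60% in these data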;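 note: 0% = DMSO treated cells and 100% = gossypol at 36 µM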
TROY NFkB inh: inhibitors of TROY-driven NF-kB signaling, primary screen, Q293 LMP1-TROYcd cells, NF-kB luciferase, uHTS; Q293 LMP1-TROYcd NF-kB luciferase reporter, 4 h; 360,000 tested, 0.98% active; AID 1347056, 2019; inhibition, % at 10 µM;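 active = compounds whose plate-normalised and pattern-corrected inhibition of the luciferase reporter signal at the single screening dose is 50% or more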
An asterisk follows results filed as active; ? = inconclusive; nt = no result given.

SMILES | NCOA2 inhibitor | NR2F2 inh | NOD2-RIPK2 inh | ABHD5-PLIN5 inh | Exocytosis inh | TLR9-MyD88 inh | TWEAK-Fn14 inh | NCOA3 inh | LRH-1 inv ag | NCOA1 inh | TROY NFkB inh
NNC(=O)c1ccc2c(c1)S(=O)(=O)NNC2=O | -2 | 8 | 6 | -6 | 10 | -2 | -8 | 12 | 17 | 2 | -13
CSCCC(NS(=O)(=O)c1ccc2c(c1)oc(=O)n2C)C(=O)NCc1ccc(C)cc1 (stereo not given) | -8 | 22 | -11 | 6 | 0 | -12 | -12 | -2 | 3 | -26 | -2
Cc1cc(NC(=O)CSc2nc3c(sc4ccccc43)c(=O)n2CCc2ccccc2)n[nH]1 | 0 | -11 | -4 | 5 | -2 | 2 | 0 | 7 | -2 | 13 | -32
CCN(CC)S(=O)(=O)c1ccc(OC)c(NS(=O)(=O)Cc2ccccc2)c1 | -17 | -7 | 1 | 1 | 8 | 4 | 6 | 22 | 3 | -5 | 4
O=C(CN1C(=O)CCSc2ccc(S(=O)(=O)N3CCOCC3)cc21)Nc1ccccc1Cl | 5 | -1 | 6 | 12 | ? | -7 | 27 | 3 | -4 | 1 | -17
COc1ccc(/C=C/C(=O)NC(=S)NNC(=O)c2cc(OC)c(OC)c(OC)c2)cc1 | 8 | -3 | 0 | 3 | -3 | -1 | -4 | 21 | -4 | 7 | -4
NS(=O)(=O)c1ccc(CNC(=O)CSc2nc3ccc(Cl)cc3[nH]2)cc1 | 21 | 3 | 2 | -6 | -4 | -10 | 11 | -13 | -9 | -5 | 17
Cc1cccc(C)c1-n1nnnc1C(c1ccnc2ccccc12)N(CCC#N)Cc1ccccc1 (stereo not given) | 4 | 4 | 1 | 9 | 3 | nt | 11 | nt | 11 | nt | 5
CN(Cc1c(C(=O)N2CCc3ccccc3C2)nc2ccc(Cl)cn12)C(C1CC1)C1CC1 | 8 | -13 | -6 | 1 | -3 | 1 | 6 | 6 | 8 | -7 | 6
CCSc1nc(-c2cccs2)nc2ccccc12 | -34 | 21 | -11 | -1 | 4 | 7 | 7 | 23 | 7 | -4 | -19
C[C@@H](NC(=O)c1nc[nH]c1C(=O)N1CCN(c2ccccc2)CC1)c1ccccc1 | -24 | 3 | 9 | -1 | -15 | 11 | -9 | -1 | -2 | -1 | -7
O=C(Nc1ccc(F)cc1)c1cccc(N2C(=O)C3C4C=CC(C5CC45)C3C2=O)c1 (stereo not given) | -14 | 24 | -3 | -5 | 2 | -9 | 0 | 5 | -1 | -3 | 26
COCC(C)n1c(C)cc(C(=O)CN2c3cccc4cccc(c34)S2(=O)=O)c1C (stereo not given) | -9 | -7 | 3 | -7 | -1 | -5 | 17 | 10 | -13 | -19 | 1
COCCCNc1nc(N)c([N+](=O)[O-])c(Nc2ccccc2OC)n1 | -1 | 6 | -5 | 3 | 6 | nt | 8 | 6 | 1 | 16 | 3
COCCNC(=O)c1cccc(OC2CCN(C(C)COc3ccccc3)CC2)c1 (stereo not given) | 20 | 6 | -15 | 9 | 4 | -11 | -5 | -6 | 8 | -19 | 0
CC(C)n1ncc2c(C(=O)NCC(=O)Nc3ccccc3Br)cc(C3CC3)nc21 | nt | nt | 6 | -2 | -10 | 2 | -18 | 16 | -13 | -8 | 14
COc1ccc(C(=O)NC(=S)Nc2ccc(CN3CCOCC3)cc2)cc1Br | 12 | 16 | 10 | 5 | 9 | -4 | -12 | 3 | 9 | 2 | 20
C=CCn1c(SCC(=O)Nc2ccc3c(c2)CCC3)nnc1-c1cccs1 | -3 | 14 | 2 | -5 | 2 | 2 | 1 | -2 | 6 | -3 | -2
O=C(CN1CCN(c2ccccc2Cl)CC1)NC1CCCc2ccccc21 (stereo not given) | 5 | -5 | 11 | -7 | 1 | -3 | 1 | 1 | -10 | -6 | 12
O=C(Nc1cccc(C(=O)Nc2ccc(Br)cc2)c1)c1ccccc1 | -65 | -15 | 9 | -2 | -2 | -12 | -24 | -49 | -59 | -40 | 1
CCOc1ccc(NC(=O)CN(c2ccc(OC)c(OC)c2)S(=O)(=O)c2ccc(C)cc2)cc1 | -55 | -3 | 1 | -2 | 6 | -8 | -1 | -10 | -5 | 3 | 4
CC(=O)NC1=NN(C(C)=O)C(c2cccs2)S1 (stereo not given) | -25 | -6 | -2 | 1 | 1 | -1 | 12 | -10 | 3 | 1 | -13
O=C(COC(=O)Cc1ccccc1F)NNC(=O)c1ccc(Cl)cc1 | -14 | -21 | -8 | -5 | -19 | -4 | 6 | 0 | -19 | -15 | 7
CCn1cc(C(=O)N2CCCC(N3CCN(c4ccccc4C)CC3)C2)cn1 (stereo not given) | -20 | -8 | 15 | 7 | -15 | -5 | -1 | -40 | 0 | 13 | -2
Nc1ncnc2c1ncn2C1OCC(O)C1O (stereo not given) | nt | nt | -1 | 11 | -2 | nt | 18 | -17 | 14 | -1 | 9

Other entries.
SMILES | NCOA2 inhibitor | NR2F2 inh | NOD2-RIPK2 inh | ABHD5-PLIN5 inh | Exocytosis inh | TLR9-MyD88 inh | TWEAK-Fn14 inh | NCOA3 inh | LRH-1 inv ag | NCOA1 inh | TROY NFkB inh
CCOC(=O)c1nc2cc3n(c(CC(C)C)c-2c1C)CC(C)=C3C | 21 | 7 | 8 | -3 | -3 | 0 | -2 | 17 | 6 | 8 | 3
NC(=O)c1ccc(N2CCNC(=O)C2)c([N+](=O)[O-])c1 | -10 | 0 | -2 | -3 | -10 | -7 | 24 | -4 | 19 | -5 | 8
COc1ccc(C/C(=N\O)c2ccc(OC)cc2)cc1 | -25 | -30 | 4 | -8 | 4 | -4 | 9 | 2 | -15 | -30 | -28
O=C1Cc2cccc(=O)c(O)c2C(=O)O1 | -32 | 9 | -10 | 2 | -3 | 13 | -12 | 4 | 2 | 3 | 7
COc1cc2cc(CCCOC(=O)c3ccc(C(F)(F)F)cc3)oc(=O)c2cc1OC | -10 | 8 | 1 | 3 | 0 | 2 | -16 | -16 | -20 | 5 | 3
C#CCOCCOCCOCCNc1nc(N2CCN(C(=O)C([C@@H](C)O)n3cc([C@@H](N)CCCCN)nn3)CC2)nc(N2CCN(C(=O)[C@H](CC(N)=O)n3cc(C(N)[C@@H](C)CC)nn3)CC2)n1 (stereo not given in full) | 23 | 7 | -9 | 4 | -3 | -11 | -10 | 5 | 0 | 14 | -2
COc1ccc(Cl)cc1C(=O)OCC(=O)N(CC(C)C)c1c(N)n(Cc2ccccc2)c(=O)[nH]c1=O | -12 | 5 | -7 | 6 | 2 | -2 | -3 | 6 | 3 | -22 | 5
COc1ccccc1N1CCN(CCCn2c(=S)[nH]c3ccccc3c2=O)CC1 | 7 | -15 | -7 | -3 | -4 | 4 | -5 | -12 | 2 | -14 | -1
CCc1ccc2c(c1)[C@H]1OCC[C@H]1[C@@H](c1cccs1)N2 | -21 | -27 | 0 | -2 | 0 | 9 | -17 | -13 | -3 | -22 | -63
C=CCNC(=O)/C(C#N)=C/c1c(N2CCN(c3ccccc3)CC2)nc2c(C)cccn2c1=O | 6 | -8 | 0 | 1 | -5 | -14 | -7 | 0 | 10 | 9 | -25
CC1Oc2ccccc2C=C1/C=N/NC(=O)c1ccccc1 (stereo not given) | -25 | -84 | -14 | 1 | 9 | -3 | -3 | -54 | -100 | -83 | -29
O=C(NCc1ccccn1)c1cccc(NS(=O)(=O)c2cccc(F)c2)c1 | -6 | 3 | -12 | -3 | -1 | 1 | -7 | 4 | -5 | 16 | 12
Cn1c(=O)c2c(SCc3ccccc3)nc(C3CC3)nc2n(C)c1=O | 1 | 23 | -9 | 1 | 1 | -1 | -14 | 9 | -2 | 3 | -33
S=C1N(c2ccccc2)C(c2cccc3ccccc23)N2CCCN12 (stereo not given) | -8 | -11 | -4 | 7 | -1 | -4 | 15 | 15 | 0 | -19 | -23
O=C(NC(=S)NC1CCCCC1)c1ccccc1 | -14 | -6 | 5 | -2 | -2 | 2 | -28 | -54 | -25 | -82 | -43
C/C(=N\NC(=O)c1nnn(-c2nonc2N)c1-c1ccccc1)c1ccco1 | 0 | -28 | -13 | -2 | -1 | 10 | -5 | 18 | 18 | 4 | 27
O=C(O)COc1ccc(/C=N/n2cnc3scc(-c4cccs4)c3c2=O)cc1 | 21 | -24 | -6 | 0 | -1 | 4 | -4 | 13 | 16 | 6 | 5
CC(C)OCCCNC(=O)c1ccc2c(c1)S(=O)(=O)c1ccccc1C2=O | -36 | 1 | -6 | 4 | 7 | 1 | -2 | 28 | -2 | -26 | 3
Cn1c(N2CCC(C(N)=O)CC2)nc2c1c(=O)n(Cc1ccc(Br)cc1)c(=O)n2C | -26 | 0 | -7 | 6 | 3 | 2 | 10 | -9 | 3 | 0 | 7
CCOC(=O)Nc1sc(C)c(C)c1C(N)=O | 21 | 8 | -12 | 1 | 3 | -9 | -12 | 1 | 19 | 4 | -4
O=C(O)CC(c1ccccc1)n1cnnn1 (stereo not given) | 9 | 3 | -13 | 2 | -2 | 5 | 4 | -2 | -12 | -19 | -1
CCN(CC)c1cc2c(c3c1ccn3C)C1CCC2C1 (stereo not given) | -19 | -1 | 6 | -17 | 2 | nt | -4 | 14 | 12 | 6 | -26
CN(CC(=O)Nc1ccc(Cl)c(C(F)(F)F)c1)C(=O)CCN1C(=O)C2CC=CCC2C1=O (stereo not given) | 19 | -1 | 7 | -7 | 6 | 0 | 0 | 21 | -14 | -3 | 9
CC(C)NC(=O)CCCc1c[nH]c2ccccc12 | 8 | -4 | 5 | 0 | 0 | 5 | -2 | -5 | -9 | 16 | 17
COc1ccc(S(=O)(=O)NC(C)C(=O)O)cc1 (stereo not given) | -2 | -2 | 2 | -5 | -1 | 3 | 1 | 15 | 0 | -17 | -7
CC1(C(=O)NCc2ccccc2)CN(S(C)(=O)=O)CC(=O)N1CCCn1ccnc1 (stereo not given) | 6 | -4 | 9 | 10 | -11 | nt | nt | nt | -10 | nt | nt
CCN(CCNC(=O)C1CCN(S(C)(=O)=O)CC1)c1ccccc1 | 0 | -4 | -1 | -4 | -1 | -3 | 0 | 16 | 18 | -3 | -3

Ordered by SMILES length (descending): part of the list above.
SMILES | NCOA2 inhibitor | NR2F2 inh | NOD2-RIPK2 inh | ABHD5-PLIN5 inh | Exocytosis inh | TLR9-MyD88 inh | TWEAK-Fn14 inh | NCOA3 inh | LRH-1 inv ag | NCOA1 inh | TROY NFkB inh
COCC(C)n1c(C)cc(C(=O)CN2c3cccc4cccc(c34)S2(=O)=O)c1C (stereo not given) | -9 | -7 | 3 | -7 | -1 | -5 | 17 | 10 | -13 | -19 | 1
COCCNC(=O)c1cccc(OC2CCN(C(C)COc3ccccc3)CC2)c1 (stereo not given) | 20 | 6 | -15 | 9 | 4 | -11 | -5 | -6 | 8 | -19 | 0
COc1ccc(S(=O)(=O)NC(C)C(=O)O)cc1 (stereo not given) | -2 | -2 | 2 | -5 | -1 | 3 | 1 | 15 | 0 | -17 | -7

Source: PubChem BioAssay (several laboratories)

The list is partial; rates above refer to the full screens.
